Bioassay records from PubChem.
RXFP1 ag = qHTS Assay for Agonists of the Relaxin Receptor RXFP1 | Relaxin receptor 1 (Homo sapiens), Q9HBX9 | HEK293T-RXFP1 cAMP TR-FRET, 30 min; response scale: percent of porcine relaxin response, buffer zero | Potency, µM (titrated, usually from 57.5 µM), inactives show at the top dose activation, actives largely listed as activators | 370,000 compounds, 0.3% hits | AID 2676, 2010; also: % is scaled to controls: 0 for no effect and ±100 for the full control effect; nearly all actives have a fitted effect of over 60% in size; many of its hits are not listed in these tables
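cAMP rise read by TR-FRET after 30 min, 37C compound exposure (up to 58 uM) in RXFP1-transfected HEK293 cells with Ro 20174 present. EC50 from Hill-equation fits, with 29 nM porcine relaxin as 100% and buffer as basal.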
TrxR1 inh = qHTS Assay for Inhibitors of Mammalian Selenoprotein Thioredoxin Reductase 1 (TrxR1): qHTS; Thioredoxin reductase 1, cytoplasmic (Rattus norvegicus), O89049; recombinant rTrxR1, NADPH fluorescence consumption, selenite substrate; Potency, µM (top dose mostly 114 µM), inactives show top-dose activity change, negative = inhibition, usual class: inhibitors; 390,000 compounds, 1% hits; AID 588453, 2011; also: % is scaled to controls: 0 for no effect and ±100 for the full control effect; nearly all actives have a fitted effect of over 65% in size
Target sequence (O89049 whole entry, looked up): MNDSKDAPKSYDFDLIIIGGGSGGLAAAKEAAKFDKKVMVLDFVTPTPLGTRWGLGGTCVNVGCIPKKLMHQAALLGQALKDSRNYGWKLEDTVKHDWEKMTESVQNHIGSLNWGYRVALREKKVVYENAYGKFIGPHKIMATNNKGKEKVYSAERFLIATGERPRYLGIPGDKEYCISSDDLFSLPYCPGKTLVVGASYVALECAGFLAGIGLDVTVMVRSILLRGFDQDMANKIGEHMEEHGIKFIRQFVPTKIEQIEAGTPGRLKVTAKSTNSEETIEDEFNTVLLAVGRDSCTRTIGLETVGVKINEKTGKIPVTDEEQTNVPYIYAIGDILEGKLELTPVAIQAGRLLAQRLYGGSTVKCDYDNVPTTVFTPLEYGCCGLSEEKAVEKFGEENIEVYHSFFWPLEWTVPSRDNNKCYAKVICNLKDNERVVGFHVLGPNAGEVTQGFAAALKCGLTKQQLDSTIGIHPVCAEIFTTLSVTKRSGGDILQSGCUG
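Rat TrxR1 (90 nM in the dispensed reagent) was pre-reduced with 400 uM NADPH for 5 min at room temperature, then incubated with compound for 15 min. After 400 uM selenite was added, NADPH fluorescence (Ex 340/Em 450 nm) was followed for 8 min.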
USP1 inh = Inhibitors of USP1/UAF1: Primary Screen. 390,000 compounds, 0.23% hits. Potency, µM (doses to about 57.1 µM), without a hit: at the highest dose activity change, negative = inhibition, usual class: inhibitors. Ubiquitin carboxyl-terminal hydrolase 1 (Homo sapiens), O94782. recombinant USP1/UAF1, Ub-Rhodamine cleavage fluorescence. AID 743255, 2014; also: % is scaled to controls: 0 for no effect and ±100 for the full control effect; nearly all actives have a fitted effect of over 60% in size; inactives centre near -12
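In this screen, compounds sit with the deubiquitinase complex (1nM) for 15 min at room temperature before Ub-Rho is added at 150nM final. Fluorescence rise is then followed for 6 reads every 60 seconds.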
RGS4 inh = Inhibitors of Regulator of G Protein Signaling (RGS) 4: qHTS; 390,000 compounds, 0.039% hits; Regulator of G-protein signaling 4 (Homo sapiens), P49798; Transcreener GDP fluorescence polarization, RGS4-accelerated GTP hydrolysis; AID 504845, 2011; Potency, µM (highest dose often 114 µM), without a hit: at the highest dose activity change, negative = inhibition, usual class: inhibitors; also: % is scaled to controls: 0 for no effect and ±100 for the full control effect; nearly all actives have a fitted effect of over 75% in size; some results filed as inactive show a strong effect at the top dose
Target sequence (P49798 whole entry, looked up): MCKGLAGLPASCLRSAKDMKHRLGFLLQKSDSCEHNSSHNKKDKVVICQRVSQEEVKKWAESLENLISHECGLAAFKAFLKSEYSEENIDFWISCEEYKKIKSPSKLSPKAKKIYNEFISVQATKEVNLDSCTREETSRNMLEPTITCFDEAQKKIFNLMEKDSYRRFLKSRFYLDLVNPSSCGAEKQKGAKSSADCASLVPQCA
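MLSMR compounds (23 nl, pin-transferred) preincubated 10 min at room temperature with a 500nM (2x) first reagent, then RGS4 at 900nM (2x) plus Transcreener GDP mix added; fluorescence polarization (620/688 nm) read before and after 90 min at 30 °C.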
TrxR1 substrate = qHTS Assay for Substrates of Mammalian Selenoprotein Thioredoxin Reductase 1 (TrxR1): qHTS; purified TrxR1 substrate turnover, NADPH consumption readout; Potency, µM (titrated, usually from 114 µM), inactives show at the highest dose activity change, negative = substrate turnover; 390,000 compounds, 0.01% hits; also: % is scaled to controls: 0 for no effect and ±100 for the full control effect; nearly all actives have a fitted effect of over 50% in size
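Rat TrxR1, dispensed at 90 nM, was prereduced with 400 uM NADPH (final) for 5 min at ~22 deg C, then incubated with compound 15 min before 400 uM selenite. A first-read NADPH fluorescence drop versus no-compound background flagged substrates.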
Vif-APOBEC3F blk = qHTS for Inhibitors of Vif-A3F Interactions: qHTS; Potency, µM (doses to about 46.1 µM), for the others: top-dose activity, negative = active; 390,000 compounds, 0.2% hits; HeLa A3F-eYFP + Vif (tagged APOBEC3F with the HIV-1 protein that degrades it), YFP fluorescence increase; also: % of control where 0% means no effect; nearly all actives have a fitted effect of over 65% in size
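HeLa cells stably expressing A3F-eYFP plus Vif, plated and incubated overnight at 37 deg C, then exposed to compounds overnight at 37 deg C. Blocked degradation read as raised yellow fluorescence (Ex 488/Em 500-530).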
ALOX12 inh = Primary qHTS assay for inhibitors of human arachidonate 12S-lipoxygenase (ALOX12): Round 2; Polyunsaturated fatty acid lipoxygenase ALOX12 (Homo sapiens), P18054; purified 12hLO, xylenol orange hydroperoxide absorbance; Potency, µM (highest dose often 108 µM), for the others: at the highest dose activity change, negative = inhibition, most hits filed as inhibitors; 580,000 compounds, 1.1% hits; also: % is scaled to controls: 0 for no effect and ±100 for the full control effect
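Purified human 12hLO at 150 nM in 25 mM Hepes, 0.01% Triton X-100, pH 7.0, preincubated 15 min at room temperature with compound. Reaction started with 40 uM arachidonic acid, 30 min at room temperature. Hydroperoxide measured by Fe-xylenol orange, 573/405 nm absorbance ratio.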
Vif-APOBEC3G blk = qHTS for Inhibitors of Vif-A3G Interactions: qHTS | DNA dC->dU-editing enzyme APOBEC-3G (Homo sapiens), Q9HC16 | HeLa A3G-eYFP + Vif (tagged APOBEC3G with the HIV-1 protein that degrades it), YFP fluorescence, overnight | Potency, µM (highest dose often 46.1 µM), for inactives: at the top dose activity, negative = active, usual class: inhibitors | 410,000 compounds, 0.076% hits;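 also: % is scaled to controls: 0 for no effect and ±100 for the full control effect; nearly all actives have a fitted effect of over 60% in size; hits raise eYFP signal because A3G escapes Vif-driven loss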
Target sequence (Q9HC16 whole entry, looked up): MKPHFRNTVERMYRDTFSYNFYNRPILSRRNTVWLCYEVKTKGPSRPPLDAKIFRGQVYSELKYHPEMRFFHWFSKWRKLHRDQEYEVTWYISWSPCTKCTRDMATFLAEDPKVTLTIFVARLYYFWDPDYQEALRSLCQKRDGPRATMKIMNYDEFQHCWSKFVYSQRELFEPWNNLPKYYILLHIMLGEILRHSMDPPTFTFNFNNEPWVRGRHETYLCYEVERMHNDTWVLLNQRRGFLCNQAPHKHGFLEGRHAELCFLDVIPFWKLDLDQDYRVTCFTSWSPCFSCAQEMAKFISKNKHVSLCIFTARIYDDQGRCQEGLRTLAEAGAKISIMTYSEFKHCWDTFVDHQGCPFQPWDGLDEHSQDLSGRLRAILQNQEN
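HeLa cells stably expressing Vif and C-terminally eYFP-tagged A3G, seeded overnight at 37 deg C, then exposed to compound by pintool overnight at 37 deg C. Rise in yellow fluorescence (Ex 488/Em 500-530, Acumen) marks blocked Vif-driven A3G degradation.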
IDH1 R132H inh = qHTS for Inhibitors of mutant isocitrate dehydrogenase 1 (IDH1): qHTS; Isocitrate dehydrogenase [NADP] cytoplasmic (Homo sapiens), O75874; IDH1-R132H enzyme, NADPH consumption, diaphorase/resazurin fluorescence; Potency, µM (doses to about 76.6 µM), for inactives: top-dose activity change, negative = inhibition, most hits filed as inhibitors; 390,000 compounds, 0.093% hits; also: % is scaled to controls: 0 for no effect and ±100 for the full control effect; nearly all actives have a fitted effect of over 65% in size
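IDH1-R132H (0.5 ug/mL) preincubated 30 min with compound, then NADPH (0.016 mM) and alpha-KG (2 mM) added; 80 min at RT, pH 7.5. Remaining NADPH coupled via diaphorase/resazurin to fluorescence (540/590 nm); concentration-response curves normalized to no-enzyme control.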
Numbers without * were called inactive; ? = inconclusive; nt = no result given; & = joins results of further samples; [ ] = dose if it differs, or a comment. Calls follow the shape of the dose curve; as a rule, active = well fitted curve in the direction sought with a large enough effect; inconclusive = small, poorly fitted or top-dose-only effect, or another doubt; inactive = no such curve, though single readings can be large; an effect the other way counts as inactive or inconclusive. Potency is read from the fitted curve at half-maximal effect. Not all compounds are listed, so the mix of outcomes need not match the whole.

SMILES	RXFP1 ag	TrxR1 inh	USP1 inh	RGS4 inh	TrxR1 substrate	Vif-APOBEC3F blk	ALOX12 inh	Vif-APOBEC3G blk	IDH1 R132H inh
O=C(Oc1ccccc1N1CCOCC1)c1ccccc1	-0.9%	10%[57.1 µM]	-8%	-6%	-5%[57.1 µM]	0%	75%[activator]	0%	10%
Cc1ccc(NC(=O)C2CCCN(S(=O)(=O)c3c(C)noc3C)C2)nc1 (stereo not given)	0.8%	-2%	-4%	-10%	1%	-23%	17%	3%	1%
CCCc1cc(-n2cnc3ccccc32)n2c(nc3ccccc32)c1C#N	3.1%	10%	-5%	18%	-5%	-7%	-9%	-9%	2%
CCOC(=O)N1CCN(S(=O)(=O)c2ccc(Br)cc2)CC1	1.5%	21%	-19%	-14%	5%	6%	-11%	7%	0%
Cc1ccc(-n2ncc(C(=O)Nc3ccc4c(c3)OCO4)c2C2CCN(C(=O)OC(C)(C)C)CC2)cc1	-0.4%	8%	-23%	-30%	-11%	-9%	?	2%	22%
COc1ccc2cc(C(=O)C3CCCN(C(=O)c4cnccn4)C3)ccc2c1 (stereo not given)	27%	3%	-16%	-9%	196%[activator]	-9%	-5%	0%	11%
Cc1cc(C)n(CC(C)NC(=O)c2cc(COc3c(F)cccc3F)on2)n1 (stereo not given)	-0.1%	8%	-5%	-44%	4%	-8%	-18%	-3%	2%
O=C(CSc1ncn(-c2ccccc2)n1)Nc1nc2c(s1)CCCC2	-0.1%	4%	-2%	-24%	4%	0%	13%	1%	6%
CCc1cccc(NS(=O)(=O)c2c(C)nc3sc(CC)nn3c2=O)c1	-1.1%&-0.1%	1%&11%	-24%&8%	1%&6%	2%&7%	4%&3%	5%&-2%	7%&1%	-5%&-7%
OCC1OC(n2cnc3c(NO)ncnc32)C(O)C1O (stereo not given)	nt	10%	nt	-36%	5%[0.0914 µM]	nt	nt	-8%	nt
CCOc1ccc(NC(=O)C2CCCN(S(C)(=O)=O)C2)cc1 (stereo not given)	-0.9%	21%	-7%	13%	2%	10%	5%	4%	-3%
Cn1nc(C(=O)NCC(=O)Nc2ccc(F)c(F)c2F)c2ccccc2c1=O	4.1%	12%	-22%	18%	2%	3%	19%	3%	-3%

The closing 2 entries of the section before are carried over, then new ones follow.
SMILES	RXFP1 ag	TrxR1 inh	USP1 inh	RGS4 inh	TrxR1 substrate	Vif-APOBEC3F blk	ALOX12 inh	Vif-APOBEC3G blk	IDH1 R132H inh
CCOc1ccc(NC(=O)C2CCCN(S(C)(=O)=O)C2)cc1 (stereo not given)	-0.9%	21%	-7%	13%	2%	10%	5%	4%	-3%
Cn1nc(C(=O)NCC(=O)Nc2ccc(F)c(F)c2F)c2ccccc2c1=O	4.1%	12%	-22%	18%	2%	3%	19%	3%	-3%
O=C(O)CC(Cc1ccccc1)(C(=O)O)c1ccccc1 (stereo not given)	0.5%	20%	-15%	-1%	0%	1%	0%	0%	-5%
COc1ccc(N(CC(=O)O)S(C)(=O)=O)cc1OC	1.3%	-4%	8%	4%	-5%	-4%	0%	0%	-2%
O=C(NCCO)c1ccc(-c2nnc(Nc3ccc(O)cc3)c3ccccc23)cc1	-3.3%	3%	-6%	3%	-5%	-4%	-25%	5%	-3%
CCOc1ccc(NS(=O)(=O)c2cc(C(=O)NCC3CCCO3)ccc2Cl)cc1 (stereo not given)	-0.8%	11%	-19%	4%	-3%[57.1 µM]	-13%	-23%	0%	-2%
O=C(C[n+]1ccccc1)N/N=C/c1cc(Br)ccc1F	0.0%	0%	-18%	-16%	-6%	0%	18%	0%	1%
COc1ccc(COC(=O)CN2C(=O)NC3(CC(C)CC(C)(C)C3)C2=O)cc1F (stereo not given)	nt	3%[2.29 µM]	4%	10%	5%[57.1 µM]	?	12%	2%	3%
CCCC[n+]1c(C)sc2ccc(C)cc21	3.3%	18%	-17%	?	2%	1%	?	-6%	14%
Cc1cc(C)c(S(=O)(=O)N2CCN(C(=O)c3cc(=O)[nH]c4ccccc34)CC2)c(C)c1	0.5%	10%	-5%	12%	3%	-1%	-3%	-11%	-2%
COc1ccc(-c2csc3ncn(CC(=O)N4CCOCC4)c(=O)c23)cc1	-0.6%	29%	-4%	5%[11.4 µM]	3%	2%	-2%	4%	-7%
CCOC(=O)C1CCN(C(=O)COc2cc(C)c(Br)cc2C)CC1	-0.1%	-6%	-13%	-19%	-7%	-3%	320%[activator]	-8%	9%
COc1cccc(N=C2SC(C(=O)Nc3ccc(F)cc3)CC(=O)N2C)c1 (stereo not given)	3.1%	-2%	-9%	22%	-3%	-1%	-14%	2%	1%
O=C(C1COc2ccccc2O1)N(Cc1cccnc1)c1nc2c(Cl)cccc2s1 (stereo not given)	2.4%	9%[57.1 µM]	-9%	-16%	-2%[57.1 µM]	2%	-22%&-29%	5%	0%
CCC(=O)N1CCc2cc(S(=O)(=O)NCCC(=O)NCc3ccc(C)cc3)ccc21	-0.7%	9%	-12%	-11%	2%	2%	6%	-1%	-9%
Cc1ccc(S(=O)(=O)N2CCN(Cc3ccsc3)CC2)cc1	3.8%	14%[57.1 µM]	-17%	-18%	7%	12%	-1%	-3%	7%
O=C(CCN1C(=O)c2cccc3cccc(c23)C1=O)Nc1ccon1	?	-6%[57.1 µM]	-20%	8%	10%[57.1 µM]	-3%	-8%	2%	-8%
CCNCc1nc2cc(Cl)ccc2c(=O)[nH]1	-1.5%	-13%	-4%	7%	-11%	-7%	0%	1%	-1%
CC(C)(C)c1nnc(NC(=O)C2CCN(C(=O)c3ccccc3)CC2)s1	nt	9%	nt	-22%	5%	nt	nt	-1%	nt
Cc1cc(NC(=O)c2cc(C(C)C)on2)no1	4.1%	5%	-6%	?	2%	-2%	4%	0%	5%
Cc1ccc(NC(=O)CN2CCN(C3CCCCC3)C(=O)C2=O)cc1C	2.5%	0%[57.1 µM]	-6%	-14%	-4%[57.1 µM]	-6%	-2%	2%	-15%
Cc1ccc(-n2nc(C)c(NC(=O)CCl)c2C)cc1	1.2%	?	-13%	3%	-1%	6%	-11%	-26%	1%
COc1ccc(CNC(=O)c2ccc(CS(=O)c3ccccc3)o2)cc1 (stereo not given)	0.3%	?	-20%	-27%[56.9 µM]	-6%	-5%	-9%	0%	1%
Cc1ccc(OCC(=O)Nc2ccc(OCc3cc(=O)n4cccc(C)c4n3)cc2)cc1C	0.3%	13%[57.1 µM]	-8%	11%	2%[57.1 µM]	2%	-12%	2%	-4%
Cc1nn2c(N)c(-c3ccccc3)cnc2c1-c1ccccc1	13%	12%[57.1 µM]	-10%	9%	51%	9%	1%	-1%	5%
CCSc1cc(C)nc2c(-c3ccccc3)c(C)nn12	3.1%	-1%[57.1 µM]	-3%	17%	9%[57.1 µM]	-8%	-4%	-3%	1%
Cn1c2ccccc2c(=O)c2ccc(C#Cc3ccc(N)cc3)cc21	29%	3%[57.1 µM]	?	-22%	9%	0%	?	-6%	10%
O=C(CCc1nnc(-c2ccsc2)o1)NCc1ccccc1OC(F)(F)F	-1.7%	-3%	-17%	-26%	-4%	-11%	0%	-9%	10%
Cc1ccc(NC(=O)NC2CCCCCCC2)cc1	-1.5%	-10%	-19%	-8%	-7%	2%	7%	0%	-15%
N#Cc1c(NC(=S)NC(=O)c2ccccc2)sc2c1CCCCC2	nt	-27%	nt	-50%	2%	nt	nt	-1%	nt
CCOc1ccc(/C(O)=C2/C(=O)C(=O)N(CCOCCO)C2c2cccnc2)cc1 (stereo not given)	?	-14%	-26%	-8%	-16%	2%	?	2%	9%
CCCCNc1c(-c2ccc(-c3ccc(C(C)=O)cc3)c(OC)c2)nc2cnccn12	9.8%	-3%	?	-37%	2%	-24%	nt	?	-9%
CCOc1ccc(NS(=O)(=O)c2ccc(C(=O)NCc3cccnc3)cc2)cc1	2.3%	8%	-14%	4%	-6%[57.1 µM]	-2%	?	1%	-7%
CC1CCCN(C(=O)Nc2cccc(NC(=O)N3CCCC(C)C3C)c2)C1C (stereo not given)	1.6%	-26%	-22%	5%	-6%	nt	0%	-1%	2%
CCOC(=O)CCSc1nc(C)c2cc(C)ccc2n1	5.0%	12%	-3%	8%	7%	-3%	20%	3%	1%
CN(C)CCNC(C(=O)Nc1cccc(C(F)(F)F)c1)c1ccccc1 (stereo not given)	0.7%	8%	-25%	22%	4%[57.1 µM]	-9%	-10%	-8%	10%
